Source: PubChem (several laboratories)
LYP inh 2: inhibitors of human LYP (PTPN22) phosphatase. inhibition, % at 2 µM. recombinant LYP catalytic domain, DiFMUP fluorescence. Q9Y2R2. 0.21% of 96,000 active;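 active = inhibition at 2 µM at or above a set limit, the screen mean plus 3 SD, cut at about 24% in these data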;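 also: 0% = DMSO with enzyme and 100% = enzyme fully blocked by orthovanadate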
VCAM1 TNFa inh: reduces TNF alpha induced VCAM1 expression in HUVEC; HUVEC TNFa-induced VCAM-1 immunofluorescence, high-content imaging; inhibition, % at 2 µM; 0.48% of 95,000 active;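 active = inhibition above the batch mean plus 3 SD, with images confirmed as a hit by eye, cut at about 37% in these data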;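 also: 0% = TNF-stimulated DMSO wells and 100% = unstimulated control wells; not every result past the cut was called active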
ERa SRC1 inh: ER-alpha (human) coactivator binding inhibition; AID 629; P03372; 1.7% of 86,000 active; TR-FRET ER-alpha LBD / SRC-1 peptide, estradiol-bound; inhibition, % at 25.6 µM; in the data active = inhibition above about 50%;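 also: 0% = receptor plus peptide control and 100% = peptide only without receptor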
TNFa cytotox: toxic to HUVEC cells under TNF alpha stimulation. HUVEC TNFalpha-stimulated, Hoechst cell count, imaging. cell count reduction, % at 2 µM. 0.17% of 93,000 active. AID 848;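 active = cell count reduction exceeding the screen mean by over 5 SD, scaled to untreated wells per plate, cut at about 78% in these data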;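 also: cells counted after 24 h of TNF alpha exposure following the 1 h pretreatment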
cytoskel mod: modifiers of cytoskeleton assembly | inhibition, % at 2 µM | 0.18% of 91,000 active | HUVEC TNFa F-actin phalloidin imaging, high content;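 active = inhibition above the batch mean plus 3 SD and confirmed as a hit by visual image inspection, cut at about 30% in these data, passing the limit was not always enough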; also: strong numbers were not always called active
PTPN22 act: increases human PTPN22 phosphatase activity | Q9Y2R2 | recombinant LYP, DiFMUP fluorescence; 0 = plate median, 100 = signal doubled | activation, % at 2 µM | 0.11% of 96,000 active;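 active = activation at 2 µM above a set limit, the mean plus 5 SD, cut at about 37% in these data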
HUVEC tox IL1B: HUVEC cytotoxicity counter-screen, IL-1B stimulated; HUVEC cell count loss, Hoechst imaging; cell count reduction, % at 2 µM; 0.41% of 94,000 active; AID 845;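 active = cell count reduction more than 3 SD above the screen-wide mean, cut at about 70% in these data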;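 also: normalized per plate to untreated control cells as the no-loss baseline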
Pyk2 oligo antag: Pyk2 (human) oligomerization antagonism; 0.83% of 99,000 active; z-score (the deposit names both 25 µM and 10 µM); Q293 cells, Pyk2 FERM NanoBiT luminescence; stronger effect = lower value; Q14289;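 active = Z-score of -3 or lower, scaled per plate to the spread of control and sample wells; inactive = z-score above -3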;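 also: negative z-score means lost luminescence so less FERM oligomerization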
Target sequence (Q14289 whole entry, looked up): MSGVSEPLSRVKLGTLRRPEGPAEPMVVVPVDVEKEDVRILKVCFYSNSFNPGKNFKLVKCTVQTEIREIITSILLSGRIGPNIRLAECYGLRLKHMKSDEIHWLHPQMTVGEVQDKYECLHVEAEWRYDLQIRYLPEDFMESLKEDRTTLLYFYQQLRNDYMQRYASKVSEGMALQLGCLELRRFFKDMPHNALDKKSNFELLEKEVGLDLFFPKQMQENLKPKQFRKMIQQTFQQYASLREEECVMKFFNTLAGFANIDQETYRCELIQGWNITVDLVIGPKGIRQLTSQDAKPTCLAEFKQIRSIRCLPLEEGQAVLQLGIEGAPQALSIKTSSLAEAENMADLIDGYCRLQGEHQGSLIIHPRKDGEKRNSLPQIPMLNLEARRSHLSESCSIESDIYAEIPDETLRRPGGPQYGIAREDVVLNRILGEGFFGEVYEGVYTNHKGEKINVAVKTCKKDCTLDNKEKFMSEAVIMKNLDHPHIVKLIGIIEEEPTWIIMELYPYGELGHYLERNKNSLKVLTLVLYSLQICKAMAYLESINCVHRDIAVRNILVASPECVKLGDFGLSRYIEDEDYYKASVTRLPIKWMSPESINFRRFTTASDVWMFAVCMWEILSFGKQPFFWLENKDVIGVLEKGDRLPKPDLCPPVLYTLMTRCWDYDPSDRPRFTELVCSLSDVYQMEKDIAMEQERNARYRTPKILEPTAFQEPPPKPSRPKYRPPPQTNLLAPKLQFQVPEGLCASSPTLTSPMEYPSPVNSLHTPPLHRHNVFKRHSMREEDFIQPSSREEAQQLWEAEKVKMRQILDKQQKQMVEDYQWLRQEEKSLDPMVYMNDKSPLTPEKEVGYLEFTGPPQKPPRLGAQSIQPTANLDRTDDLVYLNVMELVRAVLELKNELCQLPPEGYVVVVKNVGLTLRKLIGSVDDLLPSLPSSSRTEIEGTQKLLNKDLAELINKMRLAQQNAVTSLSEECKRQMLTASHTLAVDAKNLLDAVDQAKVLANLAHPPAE
FAK blocker: blocks human focal adhesion kinase activity; Q05397; biochemical FAK kinase activity assay; inhibition, %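 (tested at 7 µM)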; 0.84% of 97,000 active; in the data active = inhibition above about 19%;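 also: 0% = DMSO and 100% = reference compound high control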
An asterisk follows results filed as active; nt = no result given; [ ] = dose if it differs, or a comment.

Below each compound – LYP inh 2	VCAM1 TNFa inh	ERa SRC1 inh	TNFa cytotox	cytoskel mod	PTPN22 act	HUVEC tox IL1B	Pyk2 oligo antag	FAK blocker
1) Oc1ccc(Br)cc1/C=N/n1cnc2ccccc21
→ 1	-26	nt	-2	-20	-1	9	0.41	19*
2) CCOCCCNC(=O)c1ccc(Br)cc1
→ -4	-9	5	3	10	4	1	0.27	-1
3) CC1(C)C=C(c2ccc(O)cc2)CC(C)(C)N1
→ -8	0	-2	-22	-17	6	-44	-0.09	-7
4) O=C(CCNC(=O)c1ccccc1)OCN1C(=O)c2ccccc2C1=O
→ -6	14	-4	-2	28	8	-8	-0.25	-3
5) O=C(CCCN1C(=O)CCC1=O)Nc1cccc(C(F)(F)F)c1
→ -7	2	2	-10	7	6	-12	-0.34	-3
6) O=C(Nc1cccc(-c2nc3ccccc3o2)c1)c1ccc(N2C(=O)C3C4C=CC(C4)C3C2=O)cc1 (configuration not stated)
→ 0	-3	-7	-10	-29	0	-2	-3	-1
7) O=C(Nc1nncs1)c1c(F)c(F)c(F)c(F)c1F
→ 0	nt	-7	nt	nt	4	-14	0.15	-8
8) COc1ccc(/C=N/n2c(C)cc(C)c(C(N)=O)c2=O)cc1
→ 8	1	-3	-17	15	-8	-10	-0.08	1
9) O=C(Nc1ccc(OC(=O)c2ccco2)cc1)c1ccco1
→ -14	9	-6	-33	10	14	-16	0.33	0
10) Cc1cccc(NC(=O)c2ccc(Cn3cc(C(F)(F)F)ccc3=O)cc2)c1
→ 4	-16	nt	10	-8	-2	24	0.62	2
11) Cc1ccccc1-c1nnc(-c2ccccc2C)o1
→ -26	-5	6	-2	-1	21	-48	-0.74	0
12) COc1ccc(C(=O)C(CN2CCOCC2)c2ccccc2)cc1 (configuration not stated)
→ -8	51*	-3	0	nt	4	15	-1.6	1
13) COC(=O)c1cc2ccsc2n1CC(=O)Nc1ccc(N(C)C)cc1
→ -4	5	55*	-11	-29	1	24	-1.5	10
14) O=C(C1CC1)N1CCN=C1SCc1ccc(Cl)cc1
→ 15	14	6	-17	-2	-15	-1	0.75	1
15) Fc1ccc(CSc2nnc(-c3cnccn3)n2Cc2ccco2)cc1
→ -3	-16	-1	14	-14	3	-34	-0.46	8
16) Cc1cc(C(=O)Nc2nnc(C3CCCCC3)s2)no1
→ 5	17	20[fluorescence artefact?]	-6	-4	-6	-17	-0.04	-1
17) CN(c1cccc(NC(=O)c2ccc(Cl)c(S(=O)(=O)Nc3ccccc3)c2)c1)S(C)(=O)=O
→ 4	-2	nt	-2	2	2	-29	-3.9*	8
18) CCOC(=O)C(C)(C)Sc1nc2c(cnn2-c2ccc(C)cc2)c(=O)[nH]1
→ -4	13	3	3	4	1	-50	-1.6	1
19) c1coc(-c2ncc[nH]2)c1
→ -7	4	-14	-25	21	6	-9	-0.3	-4
20) Nc1c(C(=O)N2CCOCC2)sc(=S)n1-c1ccccc1
→ -2	18	-7	-11	4	2	-42	1.1	0
21) CN1CCN(/C=N/c2sc3c(c2C#N)CCCCC3)CC1
→ -5	3	nt	-16	19	2	6	-0.4	-7
22) COc1ccc(-c2nnc(SCC(=O)NC3CCCCC3)o2)cc1OC
→ -8	87*	5	-58	30*	6	1	nt	2
23) O=C1CCCC2=C1C(c1ccc3c(c1)OCO3)c1c([nH]n(-c3ccccc3)c1=O)N2 (configuration not stated)
→ 7	13	27[fluorescence artefact?]	-39	49	-7	-10	0.03	1
24) O=C1/C(=C\c2ccc3ccccc3c2)CCCc2ccccc21
→ 2	39	-13	4	-10	-5	-15	0.08	4
25) C=CCOC(=O)C1CC=CCC1C(=O)Oc1ccc(F)cc1F (configuration not stated)
→ -2	4	-4	-13	-6	0	-6	-0.34	-7
26) Cc1ccc(C)c(N2CCN(c3ncnc4c3cnn4-c3ccccc3)CC2)c1
→ 4	-15	2[fluorescence artefact?]	37	-18	-7	1	nt	7
27) CS(=O)(=O)N(Cc1ccccc1)c1ccccn1
→ 1	-7	3	-21	-16	-1	-4	0.36	-6
28) O=C(c1ccco1)N1CCN(CCOCCOc2cccc3ccccc23)CC1
→ 1	-16	-4	-70	-7	-1	-4	0.21	3
29) O=C(CSc1nnc(-c2ccco2)n1Cc1ccccc1)c1ccccc1
→ -3	12	6	13	-4	2	-6	-0.29	-1
30) CCOc1ccc(N(C(C)=O)c2nc(C)cc(C)c2C#N)cc1
→ -2	9	-6	-14	-11	1	18	-0.34	-2
31) CCCn1cnc2c(c1=O)c1nc3ccccc3nc1n2Cc1ccccc1OC
→ 4	24	nt	-5	8	-1	8	nt	0
32) Cc1cccc(CC(=O)OCn2nnc3ccccc3c2=O)c1
→ -3	16	12[fluorescence artefact?]	-8	-11	0	6	nt	-2
33) Cc1sc2nc(SCC(=O)NCc3ccco3)n(Cc3ccccc3)c(=O)c2c1C
→ -11	-13	2	-14	1	14	6	-1	2
34) Cc1ccc(CNC(=O)Cn2cncn2)cc1
→ -2	8	nt	-47	16	6	5	-0.27	-1
35) COc1ccc(C(=O)c2cnc3cc4c(cc3c2C)OCO4)cc1
→ -5	17	-3	-46	nt	7	12	-1.8	1
36) CCC(=O)Nc1nnc(Cc2ccccc2)s1
→ 3	17	-13	5	-1	-6	-8	2.9	0
37) COC(=O)c1ccc(C(=O)OCc2nc3cc4ccccc4cc3[nH]2)cc1
→ 11	-9	42	-34	10	-11	-17	0.38	5
38) COc1cccc(-c2nc(CSCC(=O)N3CCc4ccccc43)c(C)o2)c1
→ -2	4	-8	-10	14	4	14	0.65	1
39) O=C(NCc1ccc2[nH]c3c(c2c1)CCCC3)N1CCOCC1
→ 8	-7	-4	9	-16	-10	-4	nt	15
40) COc1ccc(-c2ccnc(SCC(=O)N3CCOCC3)n2)cc1
→ -4	17	1	-27	12	-1	-9	0.6	4
41) O=C1CCCC2=C1C(c1ccccc1O)C1=C(CCCC1=O)O2
→ -10	10	-1	-7	-8	8	-10	-0.19	0
42) CCOc1cccc2sc(NC(=O)c3ccc(Br)s3)nc12
→ -12	-5	45[fluorescence artefact?]	-13	2	9	1	nt	-209
43) CC(CN1CCOCC1)OC(=O)C(C)(c1ccccc1)c1ccccc1 (configuration not stated)
→ 4	-15	-6	-16	7	-6	-17	1.7	1
44) CNc1nc(SC)nc(N2CCOCC2)n1
→ 7	-15	-1	-13	24	-4	36	0.26	8
45) CC1CCN(C(=O)CN(C2CCCCC2)S(C)(=O)=O)CC1
→ -3	17	-2	-15	-2	2	-37	-0.75	1
46) C=CCn1c(-c2cccs2)nc2ccccc21
→ 2	-2	-5	21	-8	-3	15	-0.93	2
47) Cn1c(NCc2ccco2)nc2c1c(=O)n(Cc1ccc(Cl)cc1)c(=O)n2C
→ 11	5	19	-1	-31	-9	4	1.4	-1
48) CSc1nc(=NC(C)=O)ss1
→ -10	14	-1	-11	-6	8	-26	0.89	0
49) O=C1CC(c2ccco2)CC(O)=C1C=NCC1NCCc2ccccc21 (configuration not stated)
→ 0	-3	4	-12	18	4	3	0.2	2
50) Cc1ccc(NC2=C(Cl)C(=O)OC2OC(=O)c2ccco2)cc1 (configuration not stated)
→ -3	16	5[fluorescence artefact?]	-29	nt	4	-28	-1.4	-2
51) Brc1ccc2[nH]c3c(N4CCc5ccccc5C4)ncnc3c2c1
→ 6	13	13[fluorescence artefact?]	-16	12	-4	-7	nt	5
52) CC(C)C(=O)Nc1cc2c(cc1C(=O)c1ccccc1)OCCO2
→ 0	5	-10	-38	3	0	-14	0.64	2
53) CC(=O)N1CCN(C(=S)c2ccc(N(C)C)cc2)CC1
→ -5	9	-3	-26	-14	3	20	0.28	0
54) CCCOc1ccc2oc(=O)c3c(c2c1)CCCN3C(=O)CN1CCc2ccccc2C1
→ 2	3	-5	-24	-4	-1	-19	1.4	2
55) CCOc1ccc(-c2cc(CCCC(=O)N3CCN(c4ccc(OC)cc4)CC3)no2)cc1
→ -7	20	23	-30	16	4	2	nt	3
56) CCOC(=O)N1CCC(NC(=O)CCS(=O)(=O)c2ccc3c(c2)CCN3C(C)=O)CC1
→ -14	-12	-6	-42	15	11	-28	0.32	0
57) Cn1c(=O)c2c(nc(SCC(=O)OCc3ccccc3)n2C)n(C)c1=O
→ 6	18	16	3	10	-6	-26	-0.29	-1
58) O=C(NCC(c1cccs1)N1CCOCC1)c1ccco1 (configuration not stated)
→ 0	12	-5	-19	5	-3	-2	0.76	-6
59) COc1c(F)c(F)c(C(=O)Nc2ccc(NC(=O)c3ccco3)cc2)c(F)c1F
→ 4	9	42[fluorescence artefact?]	-46	-3	-8	-13	0.06	-1
60) Cc1ccc(-c2nnc(-c3ccncc3)n2-c2ccc(C)cc2)cc1
→ -3	-19	nt	-18	22	3	-2	-0.75	-3

Next part.
Below each compound – LYP inh 2	VCAM1 TNFa inh	ERa SRC1 inh	TNFa cytotox	cytoskel mod	PTPN22 act	HUVEC tox IL1B	Pyk2 oligo antag	FAK blocker
61) N/C(=N\OC(=O)Cc1ccc(-c2ccccc2)cc1)c1cccnc1
→ 0	0	nt	-8	1	4	1	-2.7	1
62) CCOC(=O)N1CCN(c2nc(-c3ccc(F)cc3)cs2)CC1
→ 5	-6	-3	-16	15	-10	-45	0.43	0
63) CCC(=O)N1CCN(c2nc3ccccc3s2)CC1
→ 7	-17	8	-4	-13	-6	19	1.8	0
64) CC(=O)Nc1ccc(S(=O)(=O)NCCSCc2ccco2)cc1
→ 4	-7	nt	-10	56	-6	-11	0.67	-1
65) CCOc1ccc(C(=O)Nc2cc(C)on2)cc1OCC
→ -8	5	-21	-13	3	4	-19	0.13	3
66) CCCCc1c(O)nc(N2CCN(Cc3ccccc3)CC2)[nH]c1=O
→ 7	nt	17	nt	nt	-3	-9	0.24	2
67) Cc1nn(CCC#N)c(NC(=O)c2ccc(Cl)cc2)c1P(=O)(Nc1ccc([N+](=O)[O-])cc1)N1CCOCC1 (configuration not stated)
→ 3	-15	-6	-14	8	-2	3	-0.07	-1
68) CCOC(=O)c1c(C)n(-c2ccc(OC)cc2)c2c(C/C(C)=N/O)c(Br)c(OC)c(O)c12
→ -6	-20	nt	-10	6	2	5	-0.26	1
69) O=c1[nH]nnc2sc3c(c12)CCCC3
→ 7	42	9	6	6	-6	17	-1	27*
70) CCCN(CCC)C(=O)CSc1nc2ccccc2c(=O)n1CC1COc2ccccc2O1 (configuration not stated)
→ 9	8	13[fluorescence artefact?]	-18	6	-5	9	-1.8	-1
